SKN-1 inh = blocks SKN-1 activity in C. elegans. actives 0.49% (n = 360,000). C. elegans VP596 Pgst-4::GFP/RFP ratio, acrylamide-induced, 24 h. inhibition, % at 21.8 µM;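 active means interference check ratio from 0.5 to 1.5 plus GFP to RFP signal ratio inhibition reaching or exceeding a fixed threshold, cut at about 30% in these data, passing the limit was not always enough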; further: some compounds called inactive have numbers as strong as hits
NadD block = NadD (S. aureus) enzyme inhibition | inhibition, % at 20 µM | purified NadD enzyme, colorimetric absorbance read-out | actives 0.78% (n = 360,000); in the data active means inhibition above about 26%; further: some compounds past the cut are filed as inactive
Neddyl block = inhibitors of human cullin neddylation; P61081+Q13564; TR-FRET cullin neddylation, biochemical; calls only at 25 µM; actives 0.58% (n = 360,000); AID 651699; in the data active means inhibition above about 36%
SUMO1 PPI mod = alters human SUMO1 binding to SIM partners; P63165; SUMO1 binding to a labelled peptide, TR-FRET, 1 h; inhibition, % at 20 µM; actives 0.33% (n = 360,000); in the data active means inhibition above about 37%
NRP1-CendR mod = modulators of CendR peptide binding to human neuropilin-1 | O14786 | FAM-RPARPAR peptide binding to NRP-1, fluorescence polarization | inhibition, % at 25 µM | actives 0.85% (n = 360,000) | AID 602438;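 active means inhibition or corrected inhibition above about 18%, plus a signal ratio from 0.5 to 1.5, limit read from the data, passing the limit was not always enough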; further: strong numbers were not always called active
Scp1 inh = blocks human Scp-1 phosphatase activity; Q9GZU7; Recombinant Scp1, phosphopeptide, malachite green phosphate absorbance; inhibition, % at 20 µM; actives 0.88% (n = 340,000);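 active means inhibition above about 50% at 20 µM, limit read from the data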;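 further: plate controls were DMSO wells with enzyme for no effect and wells lacking enzyme for full effect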
Target sequence (Q9GZU7 76-261 limits assumed): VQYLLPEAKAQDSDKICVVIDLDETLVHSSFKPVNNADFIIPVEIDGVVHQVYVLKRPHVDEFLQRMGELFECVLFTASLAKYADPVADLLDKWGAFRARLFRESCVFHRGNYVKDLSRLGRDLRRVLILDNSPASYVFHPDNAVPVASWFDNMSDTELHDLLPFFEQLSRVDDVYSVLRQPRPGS
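System: truncated SCP-1 phosphatase (76-261aa); medium: Tris acetate buffer pH 5.5 with MgCl2 and Tween-20; incubation: 45 min room-temperature reaction, 5 min colour, 30 min stabiliser; compound: single 20 µM dose, 1% DMSO; reagent: Phosphorylated 17-residue peptide substrate; read-out: % inhibition at 20 µM; technique: colorimetric free-phosphate detection, absorbance 630 nm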
DNMT1 block = DNMT1 (human) enzyme inhibition; actives 0.83% (n = 360,000); inhibition (reported as % activation of signal), % at 10 µM; DNMT1 molecular beacon, Hinp1I cleavage, fluorescence; in the data active means inhibition above about 50%
LMPTP inh = LMPTP (human) inhibition; recombinant LMPTP-A, OMFP fluorogenic substrate, fluorescence intensity; inhibition, % at 20 µM; actives 0.22% (n = 360,000); P24666;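 active means compounds that cut the enzyme signal by at least half of the control window in the single-dose screen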;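 further: plate controls were DMSO wells with enzyme plus substrate for no effect and substrate without enzyme for full effect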
Target sequence (P24666 whole entry, looked up): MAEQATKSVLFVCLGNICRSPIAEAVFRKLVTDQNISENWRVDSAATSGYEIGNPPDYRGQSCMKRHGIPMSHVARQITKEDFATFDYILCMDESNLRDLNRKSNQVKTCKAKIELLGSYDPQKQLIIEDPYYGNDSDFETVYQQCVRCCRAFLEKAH
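Test system – LMPTP-A enzyme · Amount – LMPTP-A at 0.625 nM final in the reaction · Buffer or medium – Bis-Tris pH 6.0, DTT, detergent · Reagent – OMFP 400 µM · Doses – single 20 µM dose · Schedule – reaction 50 min, room temperature, dark · Detection – fluorescence intensity of OMFP turnover product · Evaluation – percent inhibition versus substrate-only and uninhibited controls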
TbMetRS inhib = Trypanosoma brucei MetRS inhibition; purified T. brucei MetRS, ATP depletion, Kinase-Glo luminescence; inhibition, % at 11.9 µM; actives 0.4% (n = 360,000);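 active means inhibition above a per-plate cutoff of the control wells' mean inhibition plus 3 SD, cut at about 5.5% in these data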;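 further: 0% = DMSO wells median and 100% = median of wells with control inhibitor compound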
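System: purified T. brucei MetRS enzyme / Detection: Kinase-Glo luciferase luminescence reporting remaining unconsumed ATP / Medium: HEPES buffer with MgCl2, KCl, DTT, spermine, BSA, pyrophosphatase / Replication: singlicate, one well per compound / Evaluation: percent inhibition relative to median high and low control wells / Schedule: 2 h aminoacylation at 25 °C after 15 min preincubation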
STEP block = STEP (human) phosphatase inhibition; recombinant STEP, OMFP fluorogenic substrate, fluorescence; inhibition, % at 20 µM; actives 0.25% (n = 360,000); AID 588621;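 active means inhibition at 20 µM, scaled per plate between control wells, above about 37%, limit read from the data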;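 further: 0% = DMSO with enzyme and substrate and 100% = substrate only without enzyme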
Target sequence (P54829 whole entry, looked up): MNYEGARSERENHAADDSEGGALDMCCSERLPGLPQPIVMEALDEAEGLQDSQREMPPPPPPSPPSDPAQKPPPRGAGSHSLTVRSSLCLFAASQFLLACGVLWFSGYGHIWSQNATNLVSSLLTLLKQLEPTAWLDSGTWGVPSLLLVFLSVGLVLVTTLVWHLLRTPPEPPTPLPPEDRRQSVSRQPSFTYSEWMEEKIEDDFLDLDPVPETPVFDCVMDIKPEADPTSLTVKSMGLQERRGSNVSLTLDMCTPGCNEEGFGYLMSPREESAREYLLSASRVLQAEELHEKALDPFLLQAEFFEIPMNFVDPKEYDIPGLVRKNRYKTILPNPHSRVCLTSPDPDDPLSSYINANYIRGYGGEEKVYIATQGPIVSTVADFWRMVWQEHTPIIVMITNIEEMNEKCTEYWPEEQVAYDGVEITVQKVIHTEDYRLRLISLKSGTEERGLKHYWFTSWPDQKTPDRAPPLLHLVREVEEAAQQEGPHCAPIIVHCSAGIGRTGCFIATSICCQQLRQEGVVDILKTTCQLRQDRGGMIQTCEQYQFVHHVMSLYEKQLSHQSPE
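System: STEP (striatal-enriched tyrosine phosphatase) enzyme, cell-free; medium: Bis-Tris pH 6.0 buffer with DTT, detergent; dosing: 20 µM, 1% DMSO; times: reaction 20 min, ambient temperature; detection: fluorescence, 480/540 nm; read-out basis: normalized % inhibition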
* marks the source's active call; other numbers are inactive results; i = inactive; / = no result given; + = active, no number.

canonical_smiles	SKN-1 inh	NadD block	Neddyl block	SUMO1 PPI mod	NRP1-CendR mod	Scp1 inh	DNMT1 block	LMPTP inh	TbMetRS inhib	STEP block
CCOc1cccc(CN2CCN(CCCc3ccccc3)C(CCO)C2)c1O (stereo unspecified)	0	-3	i	-2	7	-5	0	5.8	-0.6	7
CC(C)(C)c1ccc(C(=O)NC(=O)CSc2n[nH]c(N)n2)cc1	-7	-4	i	8	-2	6	3	-1.8	-0.6	2
Cc1nc2ccc(NC(=O)/C=C/C(=O)O)cc2nc1C	-11	-2	i	-1	-4	-5	2	-1.2	1.2	-3
O=C(Nc1nc(=O)n(C(=O)c2cccc(C(F)(F)F)c2)s1)c1ccccc1	7	-5	i	6	-2	-17	4	-1.4	-0.6	0
O=S(=O)(NCc1ccccc1)c1cccc2cccnc12	4	4	i	4	-4	-6	-3	-1.3	0.4	-3
C/C(CCc1ccco1)=N/NC(=O)CCC(=O)Nc1cccc(Cl)c1	1	6	i	-1	-11	-8	-18	1.3	2.2	-4
COC(=O)[C@H](Cc1ccccc1)NC(=O)Cn1cnc(C(=O)Nc2ccc(C)c(C)c2)n1	5	-4	i	6	-3	-4	0	-0.4	-1.2	-2
Cc1ccc(C)c(NC(=S)N(Cc2ccc(Cl)cc2)Cc2ccc(C(=O)O)cc2)c1	6	8	i	2	3	5	-1	-0.5	-1.9	-1
Cn1c(SCC(=O)Nc2ccccc2O)nnc1-c1ccco1	-3	-3	i	7	-3	-5	1	-1.2	0.5	-3
C[C@@H]1CN([C@@H](C)CO)C(=O)c2cc(NC(=O)CCC(F)(F)F)ccc2O[C@H]1CN(C)Cc1ccc(Cl)c(Cl)c1	-7	-1	i	7	6	24	-11	-0.1	0.6	1
Cc1nc(NC(=O)c2cccs2)ccc1Br	36*	1	i	0	-4	5	8	0.0	-0.6	4
O=[N+]([O-])c1cnn(-c2nc(-c3cccs3)cc(C(F)(F)F)n2)c1	17	-4	i	-9	4	-13	3	-0.5	-0.2	7
Cc1ccc(N2CC(C(=O)NC3CCSC3=O)CC2=O)cc1 (stereo unspecified)	22	-1	i	0	-6	-6	12	-1.4	0.0	2
COc1ccccc1CNc1nc(NCc2ccccc2F)c2sccc2n1	2	16	i	-4	6	/	-21	20	-0.2	6
COc1cc2c(cc1OC)C1=C(C#N)CC/C(=N\S(=O)(=O)c3cccc(Cl)c3)N1CC2	4	-2	i	-5	-5	0	-5	1.9	-1.0	-2
COCCCn1cnnc1SCC(=O)Nc1ccc(S(=O)(=O)N2CCCC2)cc1	-3	1	i	0	0	4	-3	-1.0	-1.1	0
CCCn1c2c(c(O)c(C(=O)Nc3nc4ccccc4s3)c1=O)CCCC2	-1	-1	i	12	-2	-2	1	-0.1	-0.8	0
COc1ccc(N2C(=O)CC(N(Cc3ccc(S(N)(=O)=O)cc3)C(C)=O)C2=O)cc1 (stereo unspecified)	7	4	i	0	2	-6	1	-0.1	-0.7	-2
O=C(Nc1ccc(S(=O)(=O)Nc2ccccn2)cc1)c1cccc([N+](=O)[O-])c1	1	-1	i	-30	17	-7	1	-0.6	-0.1	-1
CC(=O)Nc1ccc(S(=O)(=O)c2ccc([N+](=O)[O-])cc2)cc1	17	-4	i	-37	3	-17	0	0.3	-0.1	4
CCCOc1cccc(C(=O)Nc2cccnc2)c1	3	0	i	0	2	1	0	-1.2	-1.4	0
O=C(COc1ccc(F)c(Cl)c1)N1CCN(c2ccccn2)CC1	4	-4	i	5	12	1	0	1.4	-0.3	-2
Cc1nn(CC2CCCCC2)c(N)c1-c1ccccc1	6	6	i	2	7	1	2	2.2	-0.6	-4
COC(=O)c1ccc2nc(C3CCCCC3)c(CC(C)(C)C)n2c1	15	-5	i	5	-1	/	22	3.5	-0.1	2
COc1ccc2ccccc2c1CNCc1ccccn1	7	2	i	-7	1	-7	-4	-1.2	-0.9	2
Cc1ccc(Nc2nc(-c3sc(NC(=O)c4ccco4)nc3C)cs2)cc1	6	33*	i	5	-6	2	-43	1.2	-0.1	-1
CC1(C)CC(=O)C=C(c2cccs2)C1	10	0	i	-20	0	8	0	-1.7	0.0	-1
O=C(CCCN1C(=O)/C(=C/c2ccccc2Cl)SC1=S)NNC(=O)c1ccc(Cl)cc1Cl	8	4	i	2	-8	1	48	-0.5	0.0	0
Cc1ccc2nc(SCC(=O)OCc3ccccc3)nc(=O)n2c1	-11	2	i	-5	-5	1	0	-0.8	-0.2	-4
CN1CCN(C(=O)c2ccccc2-c2nc(-c3ccccc3)no2)CC1	-20	2	i	1	-6	-6	-2	-2.5	-0.6	-1
CCN1CCN(c2cc(C)c3cc(NC(=O)c4cccnc4Cl)ccc3n2)CC1	10	4	i	-2	-2	-1	-3	3.4	0.0	2
CC/C=C/C(=O)N1CC2(CC(c3cccc(NC(=O)COc4ccc(Cl)cc4)c3)=NO2)C[C@H]1C(N)=O (stereo partly specified)	8	6	i	-3	-11	1	-3	-0.1	-0.3	1
COc1cc(/C=C2\C(=N)N3N=C(S(C)(=O)=O)SC3=NC2=O)cc(OC)c1OCCOc1cccc(C)c1	-20	32*	i	-7	-16	-3	-6	-0.1	-0.5	1
Cc1csc(NC(=O)c2c(-c3c(Cl)cccc3Cl)noc2C)n1	0	2	i	0	4	4	-5	-1.5	-0.8	-3
O=C(COc1ccccc1[N+](=O)[O-])N(Cc1ccccc1)c1ccccn1	6	-1	i	-7	3	-3	-1	-0.9	-0.1	1
CCOc1ccc(C(=O)O)cc1OC	-1	-2	i	-1	6	-1	1	-2.4	-1.1	-5
CC1CCC2C(=O)N(c3ccc(C(=O)Oc4cccc5cccnc45)cc3)C(=O)C2C1 (stereo unspecified)	0	0	i	0	-6	9	-15	1.4	0.2	-2
COc1ccccc1S(=O)(=O)N(C)C[C@H]1OCc2cnnn2CCCC(=O)N([C@H](C)CO)C[C@@H]1C	-8	-5	i	8	-9	/	3	-2.6	0.2	2
Cc1cccc(C(=O)NCCC(=O)Nc2ccc(C)c(F)c2)c1	2	-1	i	-1	-6	4	0	0.8	1.4	1
O=C(CN1C(=O)NC2(CCCC2)C1=O)Nc1cc(C(F)(F)F)ccc1N1CCCCC1	-1	0	i	7	8	4	-2	-0.2	-0.8	1
Cc1ccc(N(CC(O)CN2CCCCC2)S(=O)(=O)c2ccccc2)cc1 (stereo unspecified)	8	3	i	1	7	-3	-1	-0.7	0.5	0
CC1(OC(=O)CCc2ccccc2)C(=O)C=C2C=C(c3ccc(C#N)cc3)N(Cc3ccccc3)C=C2C1=O (stereo unspecified)	-12	20	i	3	8	8	-8	3.4	-0.6	1
CCC(=O)c1ccc(OCC(=O)OCC(=O)Nc2cccc(S(=O)(=O)N3CCOCC3)c2)cc1	7	-9	i	2	3	-13	1	-0.4	-0.1	2
CCC(CO)Oc1cc(NCc2ccc(C)c(C)c2)c2ncn(C(C)C)c2c1 (stereo unspecified)	25	2	i	2	5	3	-14	2.3	-0.4	1
CN1CCN(C2=Cc3cc(Cl)ccc3Sc3cc(F)ccc32)CC1	0	-11	i	-3	3	-10	-6	-5.7	-1.4	12
Cc1ccc(-n2c(=O)c3ccccc3n(CC(=O)C(C)(C)C)c2=O)cc1	-10	-4	i	-1	11	-11	2	-0.2	0.6	-1
CC(=O)c1c(N2CCOCC2)nc(=S)n(-c2ccc([N+](=O)[O-])cc2)c1C	2	3	i	-9	-10	1	1	-0.9	-0.1	-2
Cc1nc(NS(=O)(=O)c2ccccc2)sc1NC(=O)OCCN(C)C	24	6	i	1	-4	-9	-3	-0.2	-1.1	1
Cc1nn(Cc2ccc(C(=O)N/N=C/c3ccncc3)o2)c(C)c1Cl	-2	4	i	-16	0	-8	-2	-0.3	0.4	-3
COc1ccc2c(CCNC(=O)Nc3ccccc3)c[nH]c2c1	10	-3	i	-6	10	-1	3	0.0	1.3	0
Nc1sc(-c2ccccc2)cc1C(=O)N/N=C/c1ccc(Cl)cc1	2	26	i	-5	-10	-7	-22	6.5	0.2	3
Cc1c(C)c2ccc(OC(C)C(=O)NCCN3CCOCC3)c(C)c2oc1=O (stereo unspecified)	-10	-1	+	0	7	-6	0	-1.6	0.2	-2

Grouped by structure: the compounds so far containing an aryl methoxy group
canonical_smiles	SKN-1 inh	NadD block	Neddyl block	SUMO1 PPI mod	NRP1-CendR mod	Scp1 inh	DNMT1 block	LMPTP inh	TbMetRS inhib	STEP block
COc1ccccc1CNc1nc(NCc2ccccc2F)c2sccc2n1	2	16	i	-4	6	/	-21	20	-0.2	6
COc1cc2c(cc1OC)C1=C(C#N)CC/C(=N\S(=O)(=O)c3cccc(Cl)c3)N1CC2	4	-2	i	-5	-5	0	-5	1.9	-1.0	-2
COc1ccc(N2C(=O)CC(N(Cc3ccc(S(N)(=O)=O)cc3)C(C)=O)C2=O)cc1 (stereo unspecified)	7	4	i	0	2	-6	1	-0.1	-0.7	-2
COc1ccc2ccccc2c1CNCc1ccccn1	7	2	i	-7	1	-7	-4	-1.2	-0.9	2
COc1cc(/C=C2\C(=N)N3N=C(S(C)(=O)=O)SC3=NC2=O)cc(OC)c1OCCOc1cccc(C)c1	-20	32*	i	-7	-16	-3	-6	-0.1	-0.5	1
CCOc1ccc(C(=O)O)cc1OC	-1	-2	i	-1	6	-1	1	-2.4	-1.1	-5
COc1ccccc1S(=O)(=O)N(C)C[C@H]1OCc2cnnn2CCCC(=O)N([C@H](C)CO)C[C@@H]1C	-8	-5	i	8	-9	/	3	-2.6	0.2	2
COc1ccc2c(CCNC(=O)Nc3ccccc3)c[nH]c2c1	10	-3	i	-6	10	-1	3	0.0	1.3	0

Assay outcomes as filed in PubChem BioAssay.
